Mm-Cpn inhibitor: M. maripaludis TRiC chaperonin inhibition | purified Mm-Cpn ATPase, ADP Transcreener TR-FRET | Potency, µM (series often up to 76.9 µM), for the others: at the highest dose activity, negative = inhibition, usual class: inhibitors | 0.031% of 330,000 active | AID 504842; also: potency is read from the fitted curve at half-maximal effect; % is scaled to controls: 0 for no effect and ±100 for the full control effect; nearly all actives have a fitted effect of over 80% in size
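Compound-treated chaperonin, 25 nM final, turns over 10 uM ATP at 37°C for 30 min following a 10 min preincubation; ADP generated competes with ADP-d2 for Eu-cryptate antibody, lowering FRET.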
GLP1R cytotox: cytotoxic in the GLP-1 receptor inverse agonist counter-screen | Potency, µM (series often up to 38.3 µM), inactives show at the highest dose activity change, negative = inhibition, hits mostly inhibitors | 0.13% of 410,000 active | AID 624418 | HEK293 cAMP-luciferase reporter cells, luminescence, 24 h;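 also: loss of luciferase light is scored as toxicity; potency is read from the fitted curve at half-maximal effect; % is scaled to controls: 0 for no effect and ±100 for the full control effect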
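Seeding density was 200 cells/uL; after overnight-length (12 h) culture, 23 nL compounds went on for 24 h at 37 °C. Readout used a luciferase detection reagent, luminescence taken after 12 min at room temperature.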
FUS suppressor: FUS proteinopathy suppression in yeast. AID 1347120. Potency, µM (doses to about 76.6 µM), for inactives: at the highest dose growth rescue (activation), actives largely listed as activators. 0.24% of 390,000 active. S. cerevisiae FUS-expressing, growth rescue, OD600, 24 h;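 also: potency is read from the fitted curve at half-maximal effect; plate controls were DMSO vehicle for no effect and reference control for full effect; nearly all actives have a fitted effect of over 55% in size; some results filed as inactive show a strong effect at the top dose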
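Toxicity suppression screen in FUS-yeast. Cells induced with 2% galactose, starting OD 0.005, treated 24hr at 30C with compounds at multiple final concentrations; growth by OD600.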
Abeta rescue: compounds reversing amyloid beta toxicity in yeast; yeast expressing A-beta42, growth rescue, OD600, 48 h; response scale: 0% DMSO, 100% iron-clioquinol control; Potency, µM (series often up to 46.1 µM), without a hit: at the highest dose growth rescue, hits mostly activators; 0.063% of 410,000 active; also: potency is read from the fitted curve at half-maximal effect; nearly all actives have a fitted effect of over 55% in size
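Yeast growth medium received pinned compounds, then yeast cells expressing toxic A-beta were added; plates incubated at 30 C for 48 hr. Growth read as absorbance at 600 nm, normalized to DMSO and equimolar FeCl3 plus clioquinol controls.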
PTHR1 ag: agonists of human PTHR1 parathyroid hormone receptor; HEK293 GP2 PTHR1 cells, GloSensor cAMP luminescence, 1 h; Potency, µM (doses to about 115 µM), without a hit: top-dose activation, most hits filed as activators; Q03431; 0.075% of 410,000 active; also: potency is read from the fitted curve at half-maximal effect; nearly all actives have a fitted effect of over 55% in size; some results filed as inactive show a strong effect at the top dose; inactives centre near -15; many of its hits are not listed in these tables
Target sequence (Q03431 whole entry, looked up): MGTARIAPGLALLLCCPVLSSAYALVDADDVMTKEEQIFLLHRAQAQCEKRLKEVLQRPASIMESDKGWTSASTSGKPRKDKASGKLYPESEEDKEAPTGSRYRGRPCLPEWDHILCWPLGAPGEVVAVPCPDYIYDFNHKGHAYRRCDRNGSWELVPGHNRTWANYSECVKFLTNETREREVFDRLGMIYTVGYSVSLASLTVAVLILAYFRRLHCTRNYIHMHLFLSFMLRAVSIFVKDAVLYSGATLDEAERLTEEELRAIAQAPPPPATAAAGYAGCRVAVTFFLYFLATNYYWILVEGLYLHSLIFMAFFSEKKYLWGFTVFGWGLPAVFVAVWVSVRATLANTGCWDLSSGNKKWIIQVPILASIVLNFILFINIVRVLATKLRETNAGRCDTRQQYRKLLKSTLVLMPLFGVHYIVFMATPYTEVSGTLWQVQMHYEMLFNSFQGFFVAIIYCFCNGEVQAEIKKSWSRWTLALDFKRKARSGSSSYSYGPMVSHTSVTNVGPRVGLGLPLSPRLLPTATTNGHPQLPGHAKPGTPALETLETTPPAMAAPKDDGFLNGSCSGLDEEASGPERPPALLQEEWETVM
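HEK-293-derived GP2 cells expressing PTHR1 and a GloSensor cAMP reporter, 3,000/well, plated overnight, given luciferin plus IBMX (each 0.5 mM as added) for 1 h at 37 °C, then compound for 1 h at 37 °C. Luminescence was read after 15 min at room temperature.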
pAkt inh: Akt phosphorylation inhibition; activity change, % for hits at 50 µM; Neuro2A IGF-stimulated pAkt S473 HTRF, 20 min; stronger effect = lower value; 0.32% of 360,000 active; in the data active = activity change below about -80%; inconclusive = mostly about -51% to -80%; also: % is scaled to controls: 0 for no effect and ±100 for the full control effect
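Neuro2A cells in DMEM with 0.5% FBS, overnight at 37 deg C, given compound at single 50 µM final, then IGF (6 nM final) for 20 min at 37 deg C. Lysed; phospho-Akt Ser473 by HTRF after 24 h, 665/615 ratio.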
aSyn rescue: rescues yeast growth from alpha-synuclein toxicity. Yeast expressing alpha-synuclein, growth rescue, BacTiter-Glo, 24 h. 0.14% of 370,000 active. Potency, µM (series often up to 46.1 µM), for inactives: at the top dose growth rescue (activation), actives largely listed as activators; also: potency is read from the fitted curve at half-maximal effect; % of control where 0% means no effect; nearly all actives have a fitted effect of over 65% in size
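Rescue of yeast growth: cells expressing toxic alpha-synuclein, induced in galactose at OD600 0.02, incubated with compound 24 h at 30 C. ATP luminescence quantified growth; inhibitors of toxicity appear as activators.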
GLP1R inv ag: inverse agonists of human GLP-1 receptor; Potency, µM (series often up to 38.3 µM), inactives show at the top dose activity change, negative = inhibition, usual class: inhibitors; 1.6% of 410,000 active; P43220; HEK293 GLP-1R CRE-luciferase, luminescence, 24 h; GLP-1R form is constitutively active; AID 624417; also: potency is read from the fitted curve at half-maximal effect; % is scaled to controls: 0 for no effect and ±100 for the full control effect; nearly all actives have a fitted effect of over 55% in size
Target sequence (P43220 whole entry, looked up): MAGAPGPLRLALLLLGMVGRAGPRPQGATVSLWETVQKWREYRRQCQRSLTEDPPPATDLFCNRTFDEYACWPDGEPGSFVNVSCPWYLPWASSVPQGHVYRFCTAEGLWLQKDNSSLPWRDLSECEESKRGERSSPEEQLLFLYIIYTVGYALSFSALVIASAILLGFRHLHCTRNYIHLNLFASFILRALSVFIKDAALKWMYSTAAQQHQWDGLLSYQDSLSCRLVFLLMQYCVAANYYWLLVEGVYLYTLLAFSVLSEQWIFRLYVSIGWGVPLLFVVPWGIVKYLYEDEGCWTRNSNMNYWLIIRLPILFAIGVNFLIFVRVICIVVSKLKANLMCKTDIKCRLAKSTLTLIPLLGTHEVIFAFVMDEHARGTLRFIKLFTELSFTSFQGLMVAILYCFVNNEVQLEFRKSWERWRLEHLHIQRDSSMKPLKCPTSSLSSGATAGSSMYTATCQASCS
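GLP-1R inverse agonism mode: basal reporter luminescence in engineered HEK293 cells measured after one day of compound exposure at 37 deg C, with a 12 min room-temperature detection step.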
TDP43 rescue: inhibitors of TDP-43 toxicity in yeast. 1.8% of 410,000 active. TDP-43 expressing yeast growth rescue, BacTiter-Glo, 24 h. Potency, µM (titrated, usually from 46.1 µM), for the others: at the highest dose growth rescue (activation), most hits filed as activators; also: potency is read from the fitted curve at half-maximal effect; % of control where 0% means no effect; nearly all actives have a fitted effect of over 50% in size
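Growth rescue of TDP-43-toxic yeast measured as ATP luminescence (BacTiter-Glo). Cells grown to mid-log in raffinose, induced in galactose at OD600=0.02, exposed to compound 24 hr at 30 deg C.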
Active calls of the source: *; i = inactive; ? = inconclusive; · = no result given; & = joins results of further samples; [ ] = remark or other dose. Unless noted, calls follow the shape of the dose curve; as a rule, active = well fitted curve in the direction sought with a large enough effect; inconclusive = small, poorly fitted or top-dose-only effect, or another doubt; inactive = no such curve, though single readings can be large; an effect the other way counts as inactive or inconclusive. An excerpt, so the mix of outcomes need not match the whole.

Preview, 10 compounds:
SMILES | Mm-Cpn inhibitor | GLP1R cytotox | FUS suppressor | Abeta rescue | PTHR1 ag | pAkt inh | aSyn rescue | GLP1R inv ag | TDP43 rescue
COc1ccc(-c2onc(C)c2-c2ccccc2)c(O)c1 | -1% | 9% | 18% | 0% | -21% | i | -6% | ? | 5%
COc1cc(Cl)c(C)cc1NC(=O)c1cc(CN2CCOCC2)on1 | · | 6% | 19% | 3% | i | · | · | -3% | 5%
S=c1[nH]nc(-c2ccc(Cl)cc2)n1/N=C/C=C/c1ccco1 | 2% | -4% | ? | 5µM* | i | i | 15% | -1% | -21%[1.82 µM]
CCN(CC)CCNC(=O)Cn1c(=O)c2cccn2c2ccc(F)cc21 | -1% | -3% | 6% | -13% | -16% | i | 7% | -18% | -14%
CCc1cccc(NC(=O)CN(c2ccc(C)cc2)S(=O)(=O)c2c(C)noc2C)c1 | -1% | 8% | 11% | · | -19% | i | 2% | ? | 18%
O=C(OCC(=O)N1CCN(c2ccccc2)CC1)C1=COCCO1 | ? | -2% | 15% | 4% | i | i | -13% | -13% | 17%
CC1CCC(NC(=O)c2ccc3c(c2)N(Cc2ccccc2F)C(=O)c2ccccc2S3)CC1 (stereo not drawn) | · | 12% | 36% | 2% | i | · | · | ? | ?
Cc1cccc2nc(CNC(=O)CC3C(=O)NCCN3Cc3cccc(F)c3)cn12 (stereo not drawn) | -1% | -5% | -21% | -5% | i | · | 1% | 14% | 14%
CC(Sc1nc(=O)cc(N)n1CCc1ccccc1)C(=O)Nc1ccccc1C#N (stereo not drawn) | · | -5% | 7% | -14% | i | · | 0% | 15% | 17%
Cc1cccc(NC(=O)CSc2ccc(-c3ccco3)nn2)c1 | -1% | 3% | · | -12% | -20% | i | -1% | 1% | -5%

Main list (from the top)
SMILES | Mm-Cpn inhibitor | GLP1R cytotox | FUS suppressor | Abeta rescue | PTHR1 ag | pAkt inh | aSyn rescue | GLP1R inv ag | TDP43 rescue
COc1ccc(-c2onc(C)c2-c2ccccc2)c(O)c1 | -1% | 9% | 18% | 0% | -21% | i | -6% | ? | 5%
COc1cc(Cl)c(C)cc1NC(=O)c1cc(CN2CCOCC2)on1 | · | 6% | 19% | 3% | i | · | · | -3% | 5%
S=c1[nH]nc(-c2ccc(Cl)cc2)n1/N=C/C=C/c1ccco1 | 2% | -4% | ? | 5µM* | i | i | 15% | -1% | -21%[1.82 µM]
CCN(CC)CCNC(=O)Cn1c(=O)c2cccn2c2ccc(F)cc21 | -1% | -3% | 6% | -13% | -16% | i | 7% | -18% | -14%
CCc1cccc(NC(=O)CN(c2ccc(C)cc2)S(=O)(=O)c2c(C)noc2C)c1 | -1% | 8% | 11% | · | -19% | i | 2% | ? | 18%
O=C(OCC(=O)N1CCN(c2ccccc2)CC1)C1=COCCO1 | ? | -2% | 15% | 4% | i | i | -13% | -13% | 17%
CC1CCC(NC(=O)c2ccc3c(c2)N(Cc2ccccc2F)C(=O)c2ccccc2S3)CC1 (stereo not drawn) | · | 12% | 36% | 2% | i | · | · | ? | ?
Cc1cccc2nc(CNC(=O)CC3C(=O)NCCN3Cc3cccc(F)c3)cn12 (stereo not drawn) | -1% | -5% | -21% | -5% | i | · | 1% | 14% | 14%
CC(Sc1nc(=O)cc(N)n1CCc1ccccc1)C(=O)Nc1ccccc1C#N (stereo not drawn) | · | -5% | 7% | -14% | i | · | 0% | 15% | 17%
Cc1cccc(NC(=O)CSc2ccc(-c3ccco3)nn2)c1 | -1% | 3% | · | -12% | -20% | i | -1% | 1% | -5%
C=CCn1c(NCCc2ccccc2)nc2c1c(=O)n(C)c(=O)n2C | -1% | -3% | 10% | -9% | -7%[57.5 µM] | i | 1% | 4% | -2%
O=C(c1cc(-c2cccs2)nc2ccccc12)N1CCN(c2ccccc2)CC1 | -11% | ? | 21% | -10% | -13% | i | -2% | ? | 2%
O=C1C2C3C=CC(CC3)C2C(=O)N1c1ccc(Cl)cc1Cl (stereo not drawn) | 0% | 3% | -15% | -2% | -10% | i | 9% | ? | ?
CCOc1ccc(C(C)NC(=O)Cc2ccccc2F)cc1OCC (stereo not drawn) | -1% | -11% | 11% | -21% | -6% | i | -7% | -1% | 5%
CCCN(CCC)CCNC(=O)CN1C(=O)COc2ccc(S(=O)(=O)N3CCOCC3)cc21 | 0% | 4%&2% | -17%&-21% | -11%&0% | -29% | · | -2% | -6%&37% | -3%&9%
O=C(N/N=C/c1cccnc1)c1ccccc1NS(=O)(=O)c1cccs1 | 1% | 4% | 22% | 4% | -9% | i | 0% | -14% | -2%[9.22 µM]
COCCn1c(N)c(N(Cc2ccccc2)C(=O)CSCC(=O)Nc2ccc(C)cc2)c(=O)[nH]c1=O | 1% | 3% | 9% | -9% | i | i | -3% | -15% | -6%
Cc1ccc2c(C)c(C(=O)N(C)Cc3nccn3C)oc2c1C | -2% | -18% | 1% | -8% | -3% | i | -2% | 4% | 6%
C=CCc1ccccc1Oc1cc(OC)nc(N)n1 | 4% | 8% | 11% | 7% | i | i | 3% | -2% | -10%
CCOC(=O)C1CCCN(C(=O)c2ccc(NC(=O)CC3SC(N4CCCC4)=NC3=O)cc2)C1 (stereo not drawn) | 1% | -3% | 14% | -4% | i | i | -2% | 30% | 1%
Cc1cc(NC(=O)CN2C(=O)NC3(CCCCCC3)C2=O)no1 | -1% | -9% | -8% | -4% | -16% | i | -3% | 9% | -7%
N#CCCN1C(=O)C2(OCCO2)c2ccccc21 | 1% | -4% | 8% | 8% | i | i | 0% | 18% | -2%
COC(=O)c1c(N)c2ccccc2[nH]c1=O | 0% | 0% | 21% | -3% | -21%[57.5 µM] | i | -1% | 23% | -6%
Cc1cccc2cc(CN(Cc3nnnn3C3CCCC3)C3CCCCC3)c(=O)[nH]c12 | · | 0% | 17% | -12% | 12%[57.5 µM] | i | -2% | 2% | -22%
Nc1ncnc2c1ncn2[C@@H]1O[C@H](CNCc2c(OCc3ccccc3F)ccc3ccccc23)[C@@H](O)[C@H]1O | -3% | -23% | -10% | -9% | i | i | -1% | ? | -2%
CN(C)S(=O)(=O)c1ccc(C(=O)N2CCN(C(=O)C3CCCO3)CC2)cc1 (stereo not drawn) | 1% | -8% | · | 3% | i | i | -8% | 8% | 19%
Cc1ccc(NC(=O)c2sc3nc[nH]c(=O)c3c2C)cc1Cl | · | 14% | -2% | -18% | -71%[inhibitor] | · | · | 5% | 1%
Cc1c(C(=O)O)oc2ccc(S(=O)(=O)N3CCCC3)cc12 | -9% | -18% | -8% | 0% | i | i | 3% | -9% | 13%
CC1CCN(S(=O)(=O)c2ccc(S(=O)(=O)NCc3cccnc3)cc2)CC1 | 0% | 6% | 26% | -10% | i | i | -10% | 12% | -1%
O=C(O)C(Cc1ccccc1)N=Cc1c(O)c2ccccc2oc1=O (stereo not drawn) | -3% | -17% | 6% | 3% | i | i | 2% | -20% | -23%
COc1ccc(-c2noc(CCCC(=O)NC3CCCCC3)n2)cc1OC | 1% | 21% | 22% | 1% | i | i | -1% | 5% | -3%
CCC(C)[C@H](NC(=O)NCc1ccc(F)cc1)C(=O)O (stereo partly drawn) | 0% | -8% | -13% | · | i | i | 10% | 11% | 11%
CC(C)c1nnc(NC(=O)CSc2nnc(NC(=O)c3c(F)cccc3F)s2)s1 | 0% | -18% | 4% | -13% | i | i | 0% | 4% | 6%
CN(C)c1cccc(CNC(=O)c2ccc3nc([C@@H]4O[C@H](CO)[C@H](O)[C@H](O)[C@H]4O)[nH]c3c2)c1 | · | 2% | -14% | -8% | -22% | i | -1% | 29% | 15%
CC[C@H](C)[C@H](NC(N)=O)C(=O)Nc1ccc2c(c1)OCO2 | -4% | 5% | -2% | 6% | i | i | -3% | 18% | -7%
Cc1ccc(Nc2ncnc(N)n2)cc1 | 3% | -4% | -3% | -1% | i | i | -7% | 22% | 25%
O=C(CNC(=O)/C(=C\c1ccc(F)cc1)NC(=O)c1ccccc1)OCc1ccccc1 | 2% | 1% | 18% | 17% | i | i | -2% | 3% | 13%
COc1ccc(OC)c(NC(=O)COC(=O)/C=C/c2c(C)nn(C3CCS(=O)(=O)C3)c2Cl)c1 (stereo not drawn) | 2% | 2% | 6% | 11% | -10% | i | -2% | -3% | 5%
O=C(Nc1ccc(F)cc1)C(c1cccc(F)c1)N1CCN(Cc2c(F)cccc2Cl)CC1 (stereo not drawn) | · | -10% | 10% | 3% | -8% | i | 4% | ? | -7%
O=C(O)C1CCCCC1C(=O)Nc1cc(Cl)ccc1Cl (stereo not drawn) | -2% | -7% | 3% | 35% | i | i | 18% | 2% | 0%
CCOC(=O)C(=CNc1ccc(Oc2cccnc2)nc1)C(=O)OCC | 1% | 0% | -2% | 3% | -18% | i | 0% | 27% | 0%
CCOc1ccccc1CNC(=O)C1CCN(c2nnc(-n3c(C)ccc3C)s2)CC1 | · | 3% | 29% | -10% | i | · | · | 11% | 0%

Screening data from PubChem.
